# Screens as filed in PubChem.
# SMARCA2 act: increases SMARCA2 function in MMTV reporter cells; AID 652017; activation, % at 9.1 µM; MG213 cells, MMTV-luciferase reporter, dexamethasone, overnight; actives 1% (n = 370,000); in the data active = activation above about 7.8%;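 note: 0% = vehicle wells and 100% = reference activator wells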
# DAX1 inh-1: blocks DAX1 repression of SF-1 activated StAR promoter | HEK293T StAR-luciferase reporter, SF-1/DAX-1 repression relief | actives 1.1% (n = 370,000) | inhibition, % at 6.8 µM | AID 652010;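 active = inhibition above the mean over all tested compounds plus 3 SD, cut at about 3.6% in these data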;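 note: 0% = DAX-1 cells with DMSO and 100% = cells lacking DAX-1 with DMSO; higher inhibition means more luminescence from relief of DAX-1 repression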
# PLC-beta3 inh: PLC-beta3 (human) inhibition, primary screen. Q01970. Purified PLC-beta3, fluorogenic substrate, fluorescence. inhibition, % at 12.2 µM. actives 0.18% (n = 370,000); in the data active = inhibition above about 11%;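 note: 0% = median of compound wells on plate and 100% = full blocker control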
# hgDAF-12 ag: hgDAF-12 agonism, primary luciferase screen. HEK293 GAL4-hgDAF12 UAS-luciferase reporter, agonist luminescence; normalized to butyrate control. activation, % at 6.8 µM. actives 1.8% (n = 370,000);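 active = activation above a cutoff set at the mean of all screened compounds plus 3 SD, cut at about 10% in these data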;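 note: 0% = DMSO wells and 100% = sodium butyrate wells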
# ssDAF12 agonist: S. stercoralis DAF-12 activation, primary screen | activation, % at 6.8 µM | AID 652126 | actives 1% (n = 370,000) | HEK293 ssDAF-12/GRIP1 lit1-tk-luc reporter, luminescence; % of 3 µM dafachronic acid response;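 active = activation above the mean over all tested compounds plus 3 SD, cut at about 0.9% in these data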;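 note: 0% = DMSO-only wells and 100% = 3 µM delta7-dafachronic acid wells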
# HGIII-sPLA2 inh: Inhibits HGIII-sPLA2 liposome hydrolysis, primary screen; QFRET BODIPY PC-A2 liposome hydrolysis, fluorescence; actives 0.56% (n = 370,000); AID 743126; Q9NZ20; inhibition, % at 12.2 µM;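 active = inhibition above mean plus 3 SD of compounds lying within the high and low control bounds, cut at about 19% in these data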;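 note: 0% = median of test compound wells and 100% = no enzyme DMSO wells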
# Target sequence (Q9NZ20 whole entry, looked up): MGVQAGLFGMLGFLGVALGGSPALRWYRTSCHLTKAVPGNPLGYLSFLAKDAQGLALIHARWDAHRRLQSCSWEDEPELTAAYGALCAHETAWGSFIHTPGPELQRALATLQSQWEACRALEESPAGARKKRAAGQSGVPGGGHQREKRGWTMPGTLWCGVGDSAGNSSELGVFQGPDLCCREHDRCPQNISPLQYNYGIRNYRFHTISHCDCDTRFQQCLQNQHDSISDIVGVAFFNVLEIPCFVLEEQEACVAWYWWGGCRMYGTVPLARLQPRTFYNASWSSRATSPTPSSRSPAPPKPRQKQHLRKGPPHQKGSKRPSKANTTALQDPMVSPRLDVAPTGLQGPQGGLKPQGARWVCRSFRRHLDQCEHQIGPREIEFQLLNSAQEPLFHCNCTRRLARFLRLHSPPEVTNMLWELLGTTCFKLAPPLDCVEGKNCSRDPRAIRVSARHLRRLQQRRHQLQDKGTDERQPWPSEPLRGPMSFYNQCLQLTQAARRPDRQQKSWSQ
# DAX1 inh-2: inhibitors of human orphan nuclear receptor DAX1 (NR0B1); actives 0.99% (n = 340,000); HEK293 Gal4-DAX1 luciferase reporter, luminescence; AID 504766; inhibition, % at 6.75 µM; P51843;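 active = inhibition above the mean over all tested compounds plus 3 SD, cut at about 4.2% in these data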;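 note: 0% = DAX1-transfected cells with DMSO and 100% = empty-vector control cells with DMSO; inhibition shows as a rise in luminescence from relieved DAX1 repression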
# Target sequence (P51843 207-470 limits assumed): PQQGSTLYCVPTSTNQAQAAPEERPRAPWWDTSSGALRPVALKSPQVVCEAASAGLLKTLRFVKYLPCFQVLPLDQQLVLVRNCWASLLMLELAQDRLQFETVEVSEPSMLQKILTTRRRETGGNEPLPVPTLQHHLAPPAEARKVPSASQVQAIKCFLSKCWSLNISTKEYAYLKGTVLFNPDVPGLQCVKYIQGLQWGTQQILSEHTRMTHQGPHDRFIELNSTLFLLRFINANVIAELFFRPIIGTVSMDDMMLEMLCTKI
# GAA850 FXN act: activators of GAA850 frataxin (FXN) promoter | HEK293 lucGAA850 FXN promoter luciferase reporter, 24 h; percent of 10 µM SAHA response | activation, % at 6 µM | AID 540364 | actives 0.56% (n = 360,000);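 active = activation above the average of all compounds screened plus 3 SD, cutoff fixed separately per campaign, cut at about 7.5% in these data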;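 note: 0% = DMSO wells and 100% = 10 µM SAHA wells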
# NR1D1 modulator: modulators of human Rev-erb alpha DNA binding; P20393; Rev-erbα–FITC-DNA binding, fluorescence polarization, 90 min; activity, % at 10 µM; actives 0.79% (n = 370,000); AID 1259318;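 active = activity above about 14%, limit read from the data; passing the limit was not always enough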;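 note: 0% = DMSO wells with 35 nM protein and 100% = DMSO wells with 750 nM protein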
# hcDAF12 agonist: H. contortus DAF-12 activation, primary screen; HEK293 hcDAF-12 lit1-tk-luc reporter, luminescence; 0% DMSO, 100% Δ7-dafachronic acid; activation, % at 6.8 µM; actives 1.4% (n = 370,000);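 active = activation above the mean of all tested compounds plus 3 SD, cut at about 5.5% in these data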;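 note: 100% = response to 3 µM Δ7-dafachronic acid high control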
# PG9 binder: small molecules binding HIV-1 gp120 antibody PG9; AID 624416; TR-FRET gp120-PG9 antibody binding; inhibition, % at 6.7 µM; actives 0.43% (n = 360,000); in the data active = inhibition above about 8.5%
# * marks the source's active call; other numbers are inactive results; / = not tested or not shown. Outcome played no part in choosing rows; about 7% have a hit in one of these screens.
SMILES,SMARCA2 act,DAX1 inh-1,PLC-beta3 inh,hgDAF-12 ag,ssDAF12 agonist,HGIII-sPLA2 inh,DAX1 inh-2,GAA850 FXN act,NR1D1 modulator,hcDAF12 agonist,PG9 binder
O=C(Cn1c(=S)[nH]c2ncccc2c1=O)NCCc1ccccc1,-6,0.8,2,1.9,-1.4,8,/,/,1,-1.7,-2.1
O=C(Nc1ccc2oc(-c3cccc(F)c3)nc2c1)c1ccccc1F,2,0.6,-1,3.3,-2.0,3,-0.2,4.2,82*,2.5,16*
O=C(O)c1oc2ccc(Br)cc2c1-n1cccc1,-4,0.2,-4,0.0,-0.7,-8,7.0*,0.1,6,1.4,1.9
CCOC(=O)Cc1csc(N/C(=N/S(=O)(=O)c2cc(Br)ccc2OCC)c2ccccc2)n1,-3,-0.6,-14,1.2,-0.5,-21,-1.0,2.1,-5,0.4,-1.6
CCOC(=O)Nc1cc(=O)c([N+](=O)[O-])c(N)[nH]1,-3,0.6,13*,-1.5,-0.5,1,/,/,-2,-0.5,1.5
CCc1ccccc1NC(=O)c1cc(S(=O)(=O)N2CCCC2)c[nH]1,1,-0.1,2,-0.2,-1.4,-3,2.5,1.1,-4,0.0,-1.1
CC(C)CC1NC(=O)C(CC(C)C)N(CO)C1=O (stereo not given),-1,0.3,2,-0.1,-0.9,-1,-1.2,-0.5,14,-1.1,0.6
O=C(Nc1nc2c(s1)CCCC2)C1COc2ccccc2O1 (stereo not given),-1,4.4*,-1,3.3,0.2,9,-2.0,-2.2,-4,4.6,-1.8
CC(C)NC(=O)CNc1ccc(C(F)(F)F)cc1[N+](=O)[O-],0,0.1,-1,0.0,-0.9,6,1.1,1.3,-6,0.4,0.2
COC(=O)c1ccccc1NC(=O)Nc1ccc(Cl)cn1,-1,0.5,4,5.3,-0.6,11,3.6,-2.5,-7,-0.1,0.5
Cc1sc2nc(SCC(N)=O)n(-c3ccccc3)c(=O)c2c1C,0,-0.2,-4,-4.1,-2.4,-3,2.5,0.0,-5,-1.0,-0.6
Cc1c(Cl)c([N+](=O)[O-])nn1CC(=O)NCC(C)C,0,1.2,-1,1.9,-1.5,0,0.6,1.9,-8,-0.3,-2.8
COc1ccc(-n2cnnc2SCC(=O)Nc2cccc(S(N)(=O)=O)c2)cc1,-2,-0.6,-5,0.8,-0.9,-2,1.2,-0.5,1,-2.1,-0.4
CCOC(=O)C(NC(=O)N(C)C)(Nc1sc(C)c(CC)c1C#N)C(F)(F)F (stereo not given),-2,0.7,3,0.5,-1.6,7,0.0,-0.2,0,-1.1,-2.1
O=C(O)C1CC=CCC1C(=O)Nc1cccc(C(=O)N2CCCCC2)c1 (stereo not given),-2,0.5,-4,0.1,-1.4,8,-0.3,0.0,-2,-0.2,0.4
CC1Cc2ccccc2N1Cc1cccc(S(=O)(=O)N(C)C)c1 (stereo not given),-1,-0.2,-6,-1.4,-1.5,0,-0.4,-0.5,6,-0.6,-1.8
CCOC(=O)c1ccc(NC(=O)CCC(=O)NCc2ccco2)cc1,3,0.2,-5,-0.2,-0.3,2,0.7,-0.1,9,-0.4,-1.7
COCCCNC(=O)C1CCN(S(=O)(=O)c2ccc3[nH]c(=O)oc3c2)CC1,-5,-0.4,4,1.3,-1.2,8,/,/,-3,1.9,/
COc1ccc(CN(C)C(=O)CCc2ccc(S(=O)(=O)N3CCCCCC3)cc2)c(OC)c1,-1,-2.0,0,1.2,-1.3,-14,0.7,1.7,-4,0.0,-1.0
CCOC(=O)c1ccc(Nc2nc(C)cc(C)c2C#N)cc1,-1,-0.3,-18,-1.7,-1.6,-3,-0.6,4.3,7,1.3,0.3
CC(C)(C)N1CC23C=CC(C[C@@H]2C1=O)O3 (stereo not given in full),1,0.2,3,-0.2,-1.0,-1,0.8,2.8,5,-0.6,-3.0
Cc1ccc(S(=O)(=O)N2CCOCC2)cc1NC(=O)COC(=O)c1ccc(Cl)nc1,-1,-0.2,-8,1.3,-1.2,8,-0.2,-0.2,-4,0.5,0.4
COC(=O)c1sc2ncn(CC(=O)NCCc3ccc(OC)c(OC)c3)c(=O)c2c1C,-3,-0.4,2,0.0,-1.7,10,-0.8,0.4,-4,0.1,1.3
CCCn1c(=O)c2ccccc2n2c(SCc3nnc(-c4ccccc4Br)o3)nnc12,-3,-0.1,0,2.3,-1.1,11,0.8,-3.1,2,1.2,-0.1
O=S(=O)(Nc1nc2ccccc2nc1Cl)c1ccccc1C(F)(F)F,2,0.4,-21,0.1,-0.6,-4,1.2,0.4,-1,0.4,-0.4
CC1CN=C(NC(=O)c2cccc([N+](=O)[O-])c2)S1 (stereo not given),2,2.8,-1,8.7,0.8,10,2.8,4.8,0,3.3,1.7
COc1cccc(N2CCN(c3ccc(S(=O)(=O)N4CCCC4)cc3)CC2)c1,5,-0.3,3,0.8,-0.9,4,0.8,1.0,0,1.3,-0.6
Cn1cc(Br)c(C(=O)NNC(=O)c2ccccc2)n1,-2,-0.2,7,-0.3,-1.7,1,0.0,2.4,-5,-1.7,-0.4
Cc1ccccc1NC(=O)C(=O)NCCc1ccccc1,0,0.3,3,-1.5,-1.0,8,1.7,1.1,-1,-0.7,-1.8
CNc1cc(-c2ccc(OC)nc2)ncn1,1,1.9,-5,9.2,-0.9,0,/,5.5,1,4.0,-1.8
O=C(Nc1ccc(N2C(=O)c3cccc4cccc(c34)C2=O)cc1)c1ccc(N2CCCCC2)c([N+](=O)[O-])c1,-2,-0.9,-3,-1.9,-1.3,8,-0.5,1.2,2,-1.6,1.9
Cc1cccc(NC(=O)CSc2nnc3ccc(-c4ccccn4)nn23)c1,-1,1.6,-6,2.3,-0.5,12,1.4,-0.7,-1,0.9,-1.7
O=C(/C=C/c1cccc([N+](=O)[O-])c1)NCCN1C(=O)S/C(=C\c2ccc(F)cc2)C1=O,-4,0.0,8,2.2,-1.6,-6,0.1,-0.2,-2,0.0,-1.2
O=S(=O)(CCN1CCOCC1)c1ccc(Cl)cc1,-3,-0.7,4,-3.1,-1.9,-2,-0.2,1.3,-1,0.1,-1.7
COc1ccc(NC2CCCN(C(=O)c3ccc(OC)cc3OC)C2)cc1 (stereo not given),0,-0.8,-6,-1.8,-1.3,11,0.2,1.6,-3,0.6,-3.6
Cc1cc2nc(C)n(CCCNC(=O)Nc3ccc(F)cc3)c2cc1C,-3,-0.8,3,-1.1,-1.6,-22,-1.6,0.1,4,-2.0,0.1
COCCNC(=S)N/N=C(\C)c1cccc([N+](=O)[O-])c1,-1,-0.3,1,1.9,-0.6,19,0.2,1.7,1,0.2,-0.5
O=C(Cc1ccc(S(=O)(=O)N2CCOCC2)s1)N1CCN(c2ccc(C(F)(F)F)cc2[N+](=O)[O-])CC1,-3,-2.8,-7,-6.1,-1.0,-41,-1.4,-0.1,7,-2.4,1.1
CCOC(=O)C1=C(C)N(C)C(=S)NC1c1cccc(Cl)c1Cl (stereo not given),0,-0.3,5,-5.2,-1.9,13,-0.9,-0.2,4,-1.5,-1.8
Cc1ccc(/C=N/NC(=O)c2nnn(-c3nonc3N)c2CN(C)C2CCCCC2)cc1,-2,0.5,-7,0.8,-1.2,3,0.2,-0.3,-4,1.1,-0.2
Cc1c(NC(=O)COC(=O)Cc2ccc(Br)cc2)c(=O)n(-c2ccccc2)n1C,-1,1.4,-1,0.8,-0.9,4,0.2,1.1,-3,-0.6,0.0
CCOCCn1c(N2CCN(c3ccccc3)CC2)nc2c1c(=O)n(C)c(=O)n2C,4,-0.3,2,-1.9,-1.1,9,-0.8,0.3,-2,-2.0,-0.3
COc1cccc(-c2cc(C(F)(F)F)nc(-n3ccc([N+](=O)[O-])n3)n2)c1,-2,-0.1,-10,2.3,-1.1,10,3.2,-0.6,-4,-0.1,0.6
O=C(OCc1cn([C@@H]2CN(CC3CCCCC3)[C@@H](c3ccccc3)C[C@H]2O)nn1)c1ccccc1,-5,-0.8,1,5.1,-0.8,-1,1.9,0.1,1,-1.4,-0.4
O=C(NC(=S)Nc1ccc(-c2nc3ncccc3o2)cc1)c1ccccc1F,0,0.7,-41,0.1,-1.8,3,-0.1,0.0,-23,-2.5,-1.0

# Entries of single compounds, looked up by structure. Screens in order: SMARCA2 act | DAX1 inh-1 | PLC-beta3 inh | hgDAF-12 ag | ssDAF12 agonist | HGIII-sPLA2 inh | DAX1 inh-2 | GAA850 FXN act | NR1D1 modulator | hcDAF12 agonist | PG9 binder
# Listed for `COc1cccc(-c2cc(C(F)(F)F)nc(-n3ccc([N+](=O)[O-])n3)n2)c1` : -2 | -0.1 | -10 | 2.3 | -1.1 | 10 | 3.2 | -0.6 | -4 | -0.1 | 0.6
# Listed for `COc1ccc(NC2CCCN(C(=O)c3ccc(OC)cc3OC)C2)cc1` (stereo not given) : 0 | -0.8 | -6 | -1.8 | -1.3 | 11 | 0.2 | 1.6 | -3 | 0.6 | -3.6

# Later entries:
SMILES,SMARCA2 act,DAX1 inh-1,PLC-beta3 inh,hgDAF-12 ag,ssDAF12 agonist,HGIII-sPLA2 inh,DAX1 inh-2,GAA850 FXN act,NR1D1 modulator,hcDAF12 agonist,PG9 binder
O=C1CN(C(=O)COC(=O)CNC(=O)c2ccc(Cl)cc2)c2ccccc2N1,2,0.0,-8,2.0,-1.1,3,-0.3,-1.1,1,-0.8,-1.9
Cc1ccc(S(=O)(=O)N2CCN(C(=O)c3ccccc3OCc3c(C)noc3C)CC2)cc1,1,0.3,-3,-1.0,-1.1,-7,-0.6,2.9,4,0.7,-0.7
CCOC(=O)NC(N(O)c1cccc(Cl)c1)C(Cl)(Cl)Cl (stereo not given),-2,-0.2,-10,-0.4,-1.0,13,/,0.6,-3,3.6,-0.7
COc1ccccc1OCCNC(=O)c1cc(F)c(F)cc1Cl,-2,0.3,-1,3.2,-0.2,11,1.0,1.1,6,7.8*,-0.6
COc1ccc(C(=O)Nc2c(Cl)cc(Cl)cc2C(=O)NCc2ccco2)cc1,-2,0.0,2,3.1,-0.3,-5,0.6,-2.2,-2,1.7,-0.6
CC(C1CC2CCC1C2)n1c(-c2cccs2)n[nH]c1=S (stereo not given),4,0.0,-19,2.8,-2.0,19,-2.1,2.6,10,-1.5,0.8
O=C(CSc1n[nH]c(-c2ccncc2)n1)Nc1ccccc1,3,0.0,-6,-0.4,-0.7,-3,1.1,1.7,0,-0.8,0.6
CCOC(=O)c1cc(C)sc1NC(=O)CCC(=O)O,1,-0.2,0,-0.9,-1.1,-3,0.8,0.4,-4,-2.0,2.1
O=C(NC1(Cc2ccc(O)cc2)CCCCC1)c1ccccc1,-1,0.7,-4,-1.8,-1.1,-7,0.4,2.5,3,0.5,-1.2
Cc1cc2c(cc(C(=O)OC(C(=O)NCC3CCCO3)C(C)C)n2C)o1 (stereo not given),-4,-0.8,0,-2.3,-1.7,-24,-0.3,2.8,8,-1.6,-1.7
CCCCn1c(=O)[nH]c2ccccc21,1,0.9,0,5.1,-1.2,5,0.7,2.1,5,-0.3,1.7
O=[N+]([O-])c1ccc(Nc2c3ccccc3nc3ccccc23)cc1,-1,-0.2,-208,4.1,-1.7,6,-1.2,5.0,6,-0.8,-1.8
CC(C)COC(=O)Nc1nnc(SCc2ccccc2F)s1,-1,0.1,-2,-3.2,-0.6,-5,1.0,3.6,-2,-1.4,2.1
